Compound activity from PubChem.
LANA DNA inh = inhibitors of KSHV LANA C-terminal domain DNA binding; inhibition, % at 9 µM; 340,000 compounds, 0.078% hits; AID 504423; MBP-C-LANA/FAM-LBS DNA binding, fluorescence polarization;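 active = highest replicate inhibition at or above 60% at 9 µM, even if other replicates fall short; inactive = all replicates below 60% inhibition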;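 note: 0% = neutral control wells and 100% = 4 µM acridine orange control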
Mot1-301 SUMO = blocks SUMOylation pathway, rescuing yeast Mot1-301 growth; S. cerevisiae Mot1-301 growth rescue, ATP luminescence, 38.5C; percent above DMSO median, 100 means doubled; 320,000 compounds, 1% hits; growth rescue, % at 18.8 µM;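 active = every valid replicate shows activation above 250% relative to neutral control wells; inactive = the rest, any valid replicate at or below 250%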;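 note: OY570 slx delta 5 strain wells were the positive control but not used for scaling; some compounds called inactive have numbers as strong as hits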
PfHsp90 yeast 2 = growth inhibition of yeast expressing Plasmodium Hsp90; AID 504621; S. cerevisiae expressing PfHsp90, BacTiter-Glo ATP, 48 h; yeast lacking PDR1 and PDR3 efflux regulators; 310,000 compounds, 0.32% hits; inhibition, % at 9.4 µM;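 active = every replicate shows inhibition above about 80%, whatever the replicate mean, limit read from the data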;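 note: 0% = DMSO neutral controls and 100% = 20 µM radicicol positive controls; yeast relying on Plasmodium falciparum Hsp90 in place of its own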
RTF Ca sens act = increases calcium sensitivity of human cardiac regulated thin filaments. P19429+P45379. IANBD-labeled TnC RTF fluorescence at EC20 calcium; 0% EC20 calcium, 100% full calcium. activation, % at 7.2 µM. 340,000 compounds, 0.24% hits;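 active = activation above the mean over all tested compounds plus 3 SD, cut at about 30% in these data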;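 note: rise in fluorescence read as greater calcium sensitivity of cardiac thin filaments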
PvdQ inh = blocks Pseudomonas aeruginosa PvdQ acylase activity; purified PvdQ acylase, fluorescence plate reader; inhibition, % at 10 µM; 340,000 compounds, 0.063% hits; AID 488965; in the data active = inhibition above about 30%, passing the limit was not always enough;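 note: 0% = vehicle neutral wells and 100% = reference inhibitor wells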
CDK5 p35 inh = CDK5/p35 (human) kinase inhibition. Recombinant CDK5/p35, ADP-Glo luminescence, 60 min. inhibition, % at 10 µM. 330,000 compounds, 0.01% hits. AID 488839;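 active = highest replicate inhibition of at least 50% and at least 75% of replicates reaching 50%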;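 note: plate controls were DMSO neutral control for no effect and GW8510 at 10 µM for full effect; many of its hits are not listed in these tables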
RTF Ca sens inh = cardiac RTF calcium desensitization; P19429+P45379; 340,000 compounds, 0.12% hits; AID 493244; inhibition, % at 7.15 µM; IANBD-labeled cardiac RTF, Ca2+ fluorescence;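 active = inhibition above the mean inhibition of all tested compounds plus 3 SD, cut at about 17% in these data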;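 note: assay run at fixed EC70 calcium of 1.6 mM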
Rtt109 Vps75 = inhibitors of Candida albicans Rtt109/Vps75 histone acetyltransferase; AID 540336; inhibition, % at 34.9 µM; 330,000 compounds, 0.16% hits; purified Rtt109/Vps75, ThioGlo CoA-SH fluorescence, 4 h; Q5AAJ8;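 active = inhibition of at least 50% in every replicate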
Target sequence (Q5AAJ8 whole entry, looked up): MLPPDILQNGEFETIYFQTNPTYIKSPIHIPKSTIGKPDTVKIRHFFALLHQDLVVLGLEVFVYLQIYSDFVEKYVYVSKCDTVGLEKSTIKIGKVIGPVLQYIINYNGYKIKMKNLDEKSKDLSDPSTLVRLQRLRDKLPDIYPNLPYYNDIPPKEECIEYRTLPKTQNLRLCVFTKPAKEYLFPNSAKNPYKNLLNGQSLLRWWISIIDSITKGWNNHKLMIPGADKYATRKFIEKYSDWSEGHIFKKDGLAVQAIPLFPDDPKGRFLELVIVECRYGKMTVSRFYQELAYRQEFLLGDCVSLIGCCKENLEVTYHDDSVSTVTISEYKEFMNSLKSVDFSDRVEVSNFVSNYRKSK
dFosB activator = mouse delta FosB homodimer activation; activation, % at 25 µM; 340,000 compounds, 0.99% hits; purified delta FosB, TAMRA-CDK5 oligo fluorescence polarization; percent of positive-control signal above neutral wells; P13346;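 active = mean activation above about 17%, with every replicate also reaching it, limit read from the data, passing the limit was not always enough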;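 note: fluorescence polarization rise as delta FosB binds a TAMRA Cdk5 AP-1 oligo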
Keap1 Nrf2 FP = inhibitors of human Keap1-Nrf2 protein-protein interaction; 340,000 compounds, 0.15% hits; inhibition, % at 9.4 µM; Keap1 Kelch-Nrf2 peptide fluorescence polarization, 1536-well; Q14145; in the data active = inhibition above about 12%;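 note: human Keap1 Kelch domain with fluorescein labeled Nrf2 9mer peptide probe; 0% = neutral control wells and 100% = peptide positive control; higher means more block of Keap1 binding to Nrf2 peptide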
Target sequence (Q14145 whole entry, looked up, the tested form may be a part): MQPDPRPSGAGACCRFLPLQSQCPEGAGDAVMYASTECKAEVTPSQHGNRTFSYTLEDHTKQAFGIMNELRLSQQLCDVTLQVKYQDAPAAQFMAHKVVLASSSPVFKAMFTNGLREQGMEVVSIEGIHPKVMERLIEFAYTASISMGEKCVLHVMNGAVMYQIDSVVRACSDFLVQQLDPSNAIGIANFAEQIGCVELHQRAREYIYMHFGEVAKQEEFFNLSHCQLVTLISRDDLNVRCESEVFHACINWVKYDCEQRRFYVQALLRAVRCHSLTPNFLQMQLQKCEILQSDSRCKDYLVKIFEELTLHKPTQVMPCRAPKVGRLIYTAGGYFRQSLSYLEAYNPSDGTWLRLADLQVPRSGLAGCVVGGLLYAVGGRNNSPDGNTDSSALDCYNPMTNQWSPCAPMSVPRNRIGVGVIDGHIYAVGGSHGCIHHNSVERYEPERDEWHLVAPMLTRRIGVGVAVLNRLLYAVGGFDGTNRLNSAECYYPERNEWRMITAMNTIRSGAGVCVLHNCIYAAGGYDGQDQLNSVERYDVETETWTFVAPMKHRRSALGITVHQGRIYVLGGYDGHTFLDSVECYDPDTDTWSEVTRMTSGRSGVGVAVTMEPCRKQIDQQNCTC
NSD2 inh = NSD2 (human) methyltransferase inhibition. O96028. NSD2 peptide methylation, AlphaScreen, 120 min. inhibition, % at 12.5 µM. 310,000 compounds, 0.54% hits. AID 743445; in the data active = inhibition above about 50%
* marks the source's active call; other numbers are inactive results; x = not tested or not shown; & = joins results of further samples.

The line under a structure holds: LANA DNA inh	Mot1-301 SUMO	PfHsp90 yeast 2	RTF Ca sens act	PvdQ inh	CDK5 p35 inh	RTF Ca sens inh	Rtt109 Vps75	dFosB activator	Keap1 Nrf2 FP	NSD2 inh
O=C(N/N=C/c1ccc([N+](=O)[O-])s1)c1ccccc1
→ 1.6	x	-33	-2	-1	-1.0	1	-4	4	-5	1
COc1cc(/C=C/C(=O)OCC(=O)Nc2c(C)n(C)n(-c3ccccc3)c2=O)cc(OC)c1OC
→ 0.3	x	-6	-2	9	2.2	-2	9	-1	-4	-2
CC(C)[C@H](NC(=O)NCc1ccc(Cl)cc1)C(=O)O
→ -0.4	20	-16	6	-7	-0.6	-7	-17	-8	-6	1
CCC(C)(C)n1nnnc1C(c1cccs1)N1CCc2ccccc21 (centres undefined)
→ 1.4	-9	-36	-2	-2	-1.2	3	-1	-3	1	0
O=C(CNC(=O)c1cccs1)NCC(=O)OCc1ccc(Cl)cc1Cl
→ 0.2	-1	1	2	-1	-1.8	3	x	6	-3	-2
CSc1cccc(N2CC(C(=O)Nc3ccccc3N3CCCC3)CC2=O)c1 (centres undefined)
→ -1.3	-6	17	0	-7	-0.7	-9	6	-12	-3	19
CCCCCCCCCCCCCCCC[N+](C)(C)CC
→ -0.7	48	108*	-13	7	3.2	4	74*	3	0	x
CCC(=O)Nc1cc(C(F)(F)F)ccc1N1CCOCC1
→ -0.6	-12	-18	9	-6	-1.1	-15	6	-12	-1	0
Cc1ccccc1OCC(=O)OCC(=O)NCc1ccccc1
→ -0.1	0	-3	-4	-3	1.8	7	-9	-2	0	-1
Cc1cc(N(C)C)c(C#N)c(NCc2ccccc2)n1
→ 0.6	-1	16	-1	-4	-2.1	-7	1	5	3	-1
CC(Nc1ccccc1)c1cc(Cl)ccc1O (centres undefined)
→ 0.1	2	x	-3	-9	0.3	2	15	-1	-5	0
CC(=O)c1ccc(S(=O)(=O)N2CCC(C(=O)Nc3ncc(C)s3)CC2)cc1
→ 0.2	-19	5	5	21	0.0	4	-10	2	2	-2
CCOC(=O)N1CCN(CC(=O)Nc2cccc(Br)c2)CC1
→ 2.2	138	17	1	-13	-0.5	12	-7	-6	-2	-1
O=C(Nc1ccc(Br)cn1)C1CCN(S(=O)(=O)c2cccs2)CC1
→ -1.4	-5	-3	0	-13	-0.4	11	-8	1	-4	-3
O=C(NCc1ccccc1)C1=C[C@@H](C2CC2)C[C@@H](OCc2ccc(CO)cc2)O1
→ 0.3	-11	1	3	-16	-0.8	6	3	3	-3	x
C/C(=N\NC(=O)Cc1ccc(Cl)cc1)c1ccccc1O
→ -0.1	18	8	2	-17	1.0	-8	-2	-7	-4	-1
COc1ccc(NC(=O)c2cc(-c3ccccc3Cl)on2)cc1OC
→ -0.8	17	5	-5	0	-0.3	-1	4	-7	-1	-2
O=C(CNC(=O)C12CC3CC(CC(C3)C1)C2)OCc1ccc(F)cc1Cl
→ -1.4	x	18	-2	-8	0.0	-10	-4	-16	0	-6
COc1ccc(NC(=S)N2CCN(C(=O)c3ccco3)CC2)c(OC)c1
→ 0.6	-6	-14	1	0	0.5	-13	2	-1	-1	-2
O=C(/C=C/c1cccc([N+](=O)[O-])c1)Nc1cccc(NC(=O)c2ccco2)c1
→ -0.4	-7	1	-4	11	-1.3	-3	8	-2	-3	-3
CC1=[N+](C)N(c2ccccc2)C(=O)C1N=C/C=C/c1ccccc1 (centres undefined)
→ 71*	-3	-7	-6	-16	-1.4	-1	3	-1	-5	3
NCc1ccccc1CS(=O)(=O)N1CCOCC1
→ 5.0	-12	6	5	-12	-4.4	-10	1	-1	-8	1
N#Cc1cccc(CS(=O)(=O)c2ccc(Cl)cc2)c1
→ -1.2	31	19	4	-14	0.7	-1	0	3	-5	-4
COc1cc(C(=O)OCC(=O)NC2CCCCC2)cc(OC)c1OC
→ -2.1	-10	3	-3	-3	-0.6	6	1	-7	-7	0
COc1cccc(N(C(=O)c2ccco2)C(C(=O)NC2CCCC2)c2cccnc2)c1 (centres undefined)
→ -0.7	-2	3	2	-5	2.1	-2	12	-2	-3	0
COC(=O)[C@]1(C)N[C@H](c2ccc(-c3ccc(Cl)c(Cl)c3)cc2)[C@@H]2C(=O)N(C)C(=O)[C@@H]21
→ -0.2	2	8	3	-14	-0.3	2	-2	-6	2	x
COC(=O)c1ccc(COc2cccc(OC)c2)o1
→ 0.2	-7	-18	2	4	0.5	-5	-5	-8	5	14
CC(=O)COc1c(-c2ccco2)oc2ccccc2c1=O
→ 0.2	-3	-1	-3	-5	-0.1	-6	6	-11	-1	1
CCn1nc2cc(C(=O)NCC34CC5CC(CC(C5)C3)C4)ccc2c1OC
→ 0.6	-3	-24	0	-14	-2.2	2	-19	-9	-6	x
C=CC(C)Sc1nc2c(c(=O)n(C)c(=O)n2C)n1Cc1ccccc1Cl (centres undefined)
→ -0.9	268	-4	-2	2	1.9	0	-11	-2	1	x
Cc1ccc(N2C(=O)c3n[nH]c(C)c3C2c2ccccn2)cc1 (centres undefined)
→ 0.1	83	x	-1	-11	-0.5	-13	2	-6	-5	0
COc1ccc(S(=O)(=O)Nc2ccc(O)c(Sc3nc4ccccc4s3)c2)cc1
→ -1.8	2	0	2	-3	-1.4	10	38	-6	1	1
CON=C(C(=O)NC1C(=O)N2C(C(=O)O)=C(CSc3nc(=O)c(=O)[nH]n3C)CSC12)c1csc(N)n1 (centres undefined)
→ 17	x	-10	-2	-6	-2.2	2	2	-2	-3	x
O=C(O)C1CCCN(S(=O)(=O)c2ccc(Br)s2)C1 (centres undefined)
→ -2.0	78	8	0	-11	-1.5	-3	2	0	2	-2
COc1ccc(/C=C/C(=O)Nc2ccccc2C(=O)N2CCCC2)cc1
→ 0.6	0	-6	2	-12	0.9	-4	1	-9	-3	-1
COc1ccc(OC)c(NC(=O)Cc2coc3ccc4ccccc4c23)c1
→ 1.0	497*	6	7	-14	1.1	2	8	-5	-3	-3
CC(=O)NC1C(OCCOc2ccc(Cl)cc2Cl)OC(COC(C)=O)C(OC(C)=O)C1OC(C)=O (centres undefined)
→ 0.2	180	19	-3	1&0	0.2	-6	9&0	-7	-3	0
Cc1ccc(S(=O)(=O)NCCC(=O)NC2CC2)cc1
→ 0.1	9	26	-1	1	0.2	-3	10	9	-3	2
CCCOc1ccccc1C1CC(=O)NC(C)=C1C(=O)OCC(C)C (centres undefined)
→ 1.9	9	x	-4	9	0.0	-2	19	-10	-1	-4
COc1cc(OC)c(OC)cc1/C=N/Nc1ncnc2c1[nH]c1ccc(C)cc12
→ -0.8	39	11	2	-12	-1.5	-10	-4	0	-3	25
C=CCn1c(SCC(=O)c2c(N)n(C3CC3)c(=O)[nH]c2=O)nnc1-c1ccc(OC)cc1
→ 1.4	x	-8	-2	-4	0.8	-6	-11	-11	5	11
COCCN(Cc1nc2ccccc2c(=O)[nH]1)C(=O)COc1ccccc1-c1ccccc1
→ 0.0	x	17	2	-8	0.2	-9	18	-25	4	-6
COC(=O)c1ccccc1N/C=C1\CCc2c(c(C)nn2-c2ccccn2)C1=O
→ -3.0	-5	-1	-6	6	2.1	-13	-7	0	-16	1
CSc1nc2ccc3nc(NC(=O)c4cccs4)sc3c2s1
→ 1.5	24	0	2	9	0.4	-2	-1	-1	-3	1
COc1ccc(/C=N/NC(=O)c2nonc2C)cc1
→ 2.8	111	-16	3	-10	4.5	-14	-1	-6	-2	0
Cc1ccc(SCc2nc3ccccc3n2CC(=O)Nc2c(C)cccc2C)cc1
→ 0.5	3	4	8	-7	0.7	-2	-1	32*	-3	-3
O=C(CCn1ccc2ccccc21)Nc1ccc(N2CCOCC2)cc1
→ -5.7	354	-5	-4	6	0.5	0	-5	-1	-5	0
COc1ccc(NC(=S)N2CCC(Cc3ccccc3)CC2)cc1
→ 0.6	183	-3	0	-9	0.6	-7	5	-6	-3	0
Cc1nc2ccc(NC(=O)c3ccc(C)c(S(=O)(=O)N4CCOCC4)c3)cc2s1
→ -1.4	-1	-11	1	3	-2.6	-4	5	-19	-5	x
CCN(C(=O)CN1C(=O)S/C(=C\c2ccccc2OC)C1=O)C1CCS(=O)(=O)C1 (centres undefined)
→ 0.5	4	-7	4	-6	0.6	-11	3	-15	3	-4
O=Cc1nc(-c2ccc(Cl)cc2)n2ccccc12
→ 0.5	241	-7	5	-16	1.0	2	-1	-5	-1	-4
COCCN(CCOC)C(=S)Nc1cc(S(=O)(=O)N(C)C)ccc1C
→ 1.2	0	18	5	-4	-1.2	-4	5	-4	5	1
CCN1CCN(Cc2ccc(NC(=O)c3ccc(C)c(NC(=O)C(=O)c4c[nH]c5ccccc45)c3)cc2C(F)(F)F)CC1
→ 0.8&-1.3	187&20	5&5	6&8	1&-19	-0.7&-1.5	0&-7	-3&-11	-14&-7	-6&-2	x
Clc1cccc(N2CCN(c3ncnc4nc[nH]c34)CC2)c1
→ 1.5	144	-12	-1	-9	-0.9	-8	-33	1	-3	15
Cc1noc(C)c1S(=O)(=O)N(C)C[C@H]1Oc2c(NC(=O)Nc3ccc4c(c3)OCO4)cccc2C(=O)N([C@H](C)CO)C[C@@H]1C
→ -0.2	x	3	-5	6	0.8	6	-3	1	1	x
CC12CC(NC(=O)N1CCc1ccccc1)c1ccccc1O2 (centres undefined)
→ -0.5	52	-14	2	-8	1.4	-5	0	5	6	0
CCNc1oc(-c2ccccc2F)nc1S(=O)(=O)c1ccccc1
→ 0.3	76	-2	-1	6	0.0	-2	1	4	-2	-2
COCCNC(=O)c1ccc2c(c1)S(=O)(=O)c1ccccc1C2=O
→ 5.6	1	3	-7	-3	0.7	-3	-2	-4	-1	x
COC(=O)Cn1c2c(c3cc(C)ccc31)CCCC2NC(C)c1ccccc1 (centres undefined)
→ 0.2	-17	-14	-9	-5	0.9	2	10	-9	2	3
C1=C(CCNc2ncnc3nc[nH]c23)CCCC1
→ -0.9	14	-44	0	-24	2.6	-7	0	2	-2	x

(next part)
The line under a structure holds: LANA DNA inh	Mot1-301 SUMO	PfHsp90 yeast 2	RTF Ca sens act	PvdQ inh	CDK5 p35 inh	RTF Ca sens inh	Rtt109 Vps75	dFosB activator	Keap1 Nrf2 FP	NSD2 inh
O=C(Nc1ccc(Cl)cn1)c1cnn2cccnc12
→ 1.3	-11	-6	2	-10	0.7	-5	4	-21	1	1
N#C/C(=C(/O)COC(=O)COc1ccc(Cl)cc1)c1nc2ccccc2[nH]1
→ 0.0	2	-13	17	-13	-0.2	-19	7	6	-8	26
COc1cc(OC)cc(-c2cc3ccccc3c(=O)o2)c1
→ 0.2	-17	-7	-2	-10	0.8	-5	-6	-22	-1	x
O=C1NC2(CCC3(CC2)OCCO3)NN1c1ccccc1
→ -7.4	147	-2	-4	-3	0.4	4	-9	8	5	-1
Cc1c(C(=O)NN)sc(-c2ccccc2)c1C#N
→ -0.4	9	12	x	-10	-1.0	x	-13	-8	-6	-3
